Screens as filed in PubChem.
RNase H inhibition – RNase H inhibition, HIV 1 Gag Pol polyprotein, FRET biochemical assay, screening (AID 372) | hit rate 0.77% among 100,000 | HIV-1 RT RNase H, FRET RNA/DNA substrate fluorescence; higher % means a stronger effect | inhibition, % at 10 µM; hits with a dose series show IC50 in µM; in the data active means inhibition above about 50%
Numbers without * were called inactive. These rows are one share of the data; the hit share may differ from the screen's.

Start of the data: the first 4 compounds (preview)
SMILES	RNase H inhibition
O=C(CN1C(=O)c2ccc([N+](=O)[O-])cc2C1=O)Nc1ccc2ccccc2c1	0%
COc1cc(OC)c(/C=N/NC(=O)c2ccccc2)cc1Br	0%
COc1ccc(/C=N/NC(=O)c2cc([N+](=O)[O-])cc([N+](=O)[O-])c2)c(C(=O)O)c1OC	14%
COc1cc(C(=O)Nc2ccc(Cl)c(-c3nc4ccccc4o3)c2)cc(OC)c1OC	9%

The whole of this part (from the top)
SMILES	RNase H inhibition
O=C(CN1C(=O)c2ccc([N+](=O)[O-])cc2C1=O)Nc1ccc2ccccc2c1	0%
COc1cc(OC)c(/C=N/NC(=O)c2ccccc2)cc1Br	0%
COc1ccc(/C=N/NC(=O)c2cc([N+](=O)[O-])cc([N+](=O)[O-])c2)c(C(=O)O)c1OC	14%
COc1cc(C(=O)Nc2ccc(Cl)c(-c3nc4ccccc4o3)c2)cc(OC)c1OC	9%
O/N=C\c1ccc2c(c1)OCCOCCOc1cc(/C=N/O)ccc1OCCOCCO2	16%
CC(C)(C)C1CCC(C(=O)N/N=C/c2ccc(Cl)s2)CC1 (stereo not drawn)	5%
COc1cc(C=O)ccc1OCCOc1ccc(I)cc1	6%
CCn1c2ccccc2c2cc(/C=N/NC(=O)c3cccc(Br)c3)ccc21	14%
CCN(CC)c1ccc(C2Nc3ccccc3-c3nnc(SC)nc3O2)c(OC)c1 (stereo not drawn)	5%
Cc1cc([N+](=O)[O-])ccc1-n1c(C)cc(C=C2C(=O)N(C)C(=S)N(C)C2=O)c1C	18%
O=C(CCNc1ccc(Br)cc1)c1ccc([N+](=O)[O-])cc1	7%
CN=Cc1c(O)n(-c2ccc(OC)cc2)c(=O)c2ccccc12	3%
Cc1cc(/C=C2/C(=O)NC(=O)N(C)C2=O)c(C)n1-c1ccc(F)cc1	10%
CCOC(=O)C1=C(C)N=c2s/c(=C/c3ccc(-c4cc([N+](=O)[O-])ccc4OC)o3)c(=O)n2C1c1cccs1 (stereo not drawn)	8%
CC1=C(C(=O)OCc2ccccc2)C(c2ccc(Cl)cc2)NC(=O)N1 (stereo not drawn)	40%
COc1cccc(C2C3=C(CC(C)(C)CC3=O)OC3=C2C(=O)CC(C)(C)C3)c1OCC(=O)O	3%
O=C(COCC(=O)NN=Cc1ccccc1Cl)NN=Cc1ccccc1Cl	11%
COc1ccc(C=Nc2ccc(F)cc2)c2ccccc12	39%
Oc1ccc2ccccc2c1C=NN1CCN(Cc2ccccc2Cl)CC1	10%
COc1cc(/C=C2\C(=O)N(c3ccc(S(N)(=O)=O)cc3)N=C2C)cc(Cl)c1OC(C)C	4%
O=[N+]([O-])c1ccc(N2CCN(S(=O)(=O)c3ccc(Br)cc3)CC2)cc1NC1CC1	12%
Cc1cc(C)c(O)c(N=C/C=C/c2ccccc2Cl)c1	16%
COc1cc(C=Nc2ccc(Nc3ccccc3)cc2)ccc1OCc1ccccc1	9%
O=C(CSc1nc2sc3c(c2c(=O)n1-c1ccccc1)CCCC3)c1ccc(Cl)cc1	0%
CCN(CC)S(=O)(=O)c1ccc(Cl)c(C(=O)Nc2cccc(F)c2)c1	3%
Cc1occc1C(=O)NNC(=O)Nc1ccc(Cl)c(Cl)c1	11%
O=C1C2CC=CCC2C(=O)N1c1cccc(C(F)(F)F)c1 (stereo not drawn)	1%
CC1(C)Cc2ccccc2C2=C(C(=O)N3CCOCC3)C(=O)C(=O)N21	7%
COc1cccc(C(=O)N2c3ccccc3Sc3ccccc32)c1	13%
CC(C)(C)NC(=O)Nc1ccc2nccnc2c1	8%
COc1ccc(Nc2nc(-c3ccc(OC)cc3)cs2)cc1	8%
O=[N+]([O-])c1ccccc1C=Nn1c(-c2ccc(Cl)cc2Cl)n[nH]c1=S	8%
CC1=C(C(=O)OC2CCCC2C)C(c2ccc(Br)cc2)NC(=O)N1 (stereo not drawn)	17%
CCN(CC)CCSc1nc(O)c(C2CCCCC2)c(=O)[nH]1	14%
O=C(Nc1ccc(S(=O)(=O)Nc2nccs2)cc1)C(Cl)(Cl)Cl	5%
CCc1c(C)sc(NC(=O)c2cccnc2)c1C#N	24%
COc1ccc(CNC(=O)/C(C#N)=C\c2ccc(N(C)C)c(Br)c2)cc1	17%
Cn1c(N/N=C/c2ccc(Cl)cc2)nc2sc3c(c2c1=O)CC(C)(C)OC3	2%
CCn1c2ccccc2c2cc(CNCCc3ccc(OC)c(OC)c3)ccc21	18%
O=C(O)c1ccc(CN2C(=O)c3ccc(Oc4ccc([N+](=O)[O-])cc4)cc3C2=O)cc1	0%
COc1ccc(C(c2c(O)nc3n(c2=O)CCCS3)c2c(O)nc3n(c2=O)CCCS3)cc1	4%
COc1ccc(NC(=S)NCc2ccc(Cl)cc2)cc1	11%
COc1ccccc1OCCCCOc1ccc(Cl)cc1	7%
O=C(CCNC(=O)/C(=C\c1ccco1)NC(=O)c1ccco1)OCc1ccccc1	0%
Nc1ccc(C(=O)Nc2ccc(N)cc2NC(=O)c2ccc(N)cc2)cc1	0%
CCOc1ccccc1C1Nc2ccccc2NC2=C1C(=O)CC(C)(C)C2 (stereo not drawn)	4%
COc1ccccc1CNCc1cccc([N+](=O)[O-])c1	5%
COCCNC(=O)c1nn2c(c1Cl)NC(c1ccc(Br)cc1)CC2C(F)(F)F (stereo not drawn)	10%
CC(C)COc1cccc(-c2cc(C(=O)O)c3ccccc3n2)c1	4%
CCOc1ccc(C2C(C(=O)OC(C)CC)=C(C)NC3=C2C(=O)CC(c2ccc(OC)cc2)C3)cc1 (stereo not drawn)	20%
Cc1ccc(-c2nc3ccccc3o2)cc1NC(=S)NC(=O)c1ccc(-c2ccccc2)cc1	13%
C/C(NCCc1ccccc1)=C(/C#N)C(N)=O	0%
C/C(=N\Nc1nnc2c(n1)[nH]c1ccccc12)c1cccs1	9%
CCOc1cc(C=O)ccc1OCC(=O)O	10%
COc1c(Cl)cc(C(=O)Nc2cccc(-c3nc4cc(C)ccc4o3)c2C)cc1Cl	21%
CCOC(=O)c1ccc(-c2ccc(/C=C3/SC(=S)N(CC)C3=O)o2)cc1	9%
CCOc1c(/C=C(\C#N)C(N)=O)c2ccccc2n1-c1c(Cl)cccc1Cl	16%
Cc1c(C(=O)Nc2ccc3c(c2)C(=O)c2ccccc2C3=O)cccc1[N+](=O)[O-]	3%
COc1ccc(C2=C/C(=C\c3ccccc3[N+](=O)[O-])C(=O)O2)cc1	8%
Cc1ccc2nc(-c3ccc(NC(=O)c4ccc(S(=O)(=O)N5CCCC5)cc4)cc3)sc2c1	23%

Sorted by count of non-hydrogen atoms (descending): 5 of the compounds above.
SMILES	RNase H inhibition
Cc1ccc(-c2nc3ccccc3o2)cc1NC(=S)NC(=O)c1ccc(-c2ccccc2)cc1	13%
Cc1c(C(=O)Nc2ccc3c(c2)C(=O)c2ccccc2C3=O)cccc1[N+](=O)[O-]	3%
CCOC(=O)c1ccc(-c2ccc(/C=C3/SC(=S)N(CC)C3=O)o2)cc1	9%
CC(C)COc1cccc(-c2cc(C(=O)O)c3ccccc3n2)c1	4%
C/C(=N\Nc1nnc2c(n1)[nH]c1ccccc12)c1cccs1	9%

Next records:
SMILES	RNase H inhibition
COc1ccccc1NC(=O)Nc1nnc(Cc2ccc([N+](=O)[O-])cc2)s1	14%
COc1ccc(/C=C2/C(=O)NN(c3ccc(F)c(Cl)c3)C2=O)cc1OC	4%
O=C(OCc1ccccc1)Oc1cncc(C(=O)ON2C(=O)CCC2=O)c1	14%
Clc1ccccc1N1CCN(c2nc(-c3ccccc3)c3ccccc3n2)CC1	3%
O=C(O)CN1C(=O)C(=O)/C(=C(\O)c2ccc([N+](=O)[O-])cc2)C1c1ccc(Cl)cc1 (stereo not drawn)	27%
COc1cc(/C=C2/SC(=S)N(N)C2=O)ccc1O	29%
CCCC(C)C(=O)Nc1cc(OC)c(Cl)cc1OC (stereo not drawn)	15%
O=C1/C(=C/c2ccc(Br)cc2)NC(=S)N1c1ccccc1	13%
COc1ccc(NC(=O)c2ccc(Br)cc2)c([N+](=O)[O-])c1	0%
CCN(CC)CCN1C(=O)c2ccccc2NC1c1cccc(F)c1 (stereo not drawn)	14%
c1ccc(CNc2ccccn2)cc1	6%
Cc1ccc(-n2[nH]c(C)c(C3SCc4cc(C)c(C)cc4CS3)c2=O)cc1	17%
O=[N+]([O-])c1ccc(Cl)cc1NCCc1ccccc1	14%
COc1ccc(CN(CCC(c2ccc(OC)cc2)C2CCOC(C)(C)C2)C(C)=O)cc1 (stereo not drawn)	28%
CCCOC(=O)c1c(NC(=O)Cc2ccc(OC)cc2)sc2c1CCCC2	40%
CCOc1ccc(C2/C(=C(\O)c3ccc([N+](=O)[O-])cc3)C(=O)C(=O)N2CCCCCC(=O)O)cc1 (stereo not drawn)	11%
COc1ccc(N2C(=O)C3C4C=CC(C4)C3C2=O)cc1 (stereo not drawn)	5%
Cc1cc(=O)oc2cc(OC(=O)Cc3ccccc3)ccc12	12%
O=C(Nc1ncc(Cc2ccc(F)cc2)s1)C1CCCCC1	0%
CCCCN(CCCC)S(=O)(=O)c1ccc(C)cc1	9%
COc1ccc(Br)cc1CSC(=N)N	0%
Cc1ccc(OCC(=O)NC(C)c2ccccc2)cc1C (stereo not drawn)	0%
Cc1nnc(Nc2cccc(O)c2)c2ccccc12	6%
CC(=O)Nc1ccc(C(=O)NCc2ccccn2)cc1	0%
Cc1c(Cl)cccc1NC(=O)/C=C/c1ccc(C(C)C)cc1	10%
Cn1ccnc1SCC(=O)Nc1cccc(C(F)(F)F)c1	3%
Cc1[nH]n(-c2ccccc2)c(=O)c1N=Nc1ccccc1C(=O)O	2%
CC(=O)Nc1ccc(NS(=O)(=O)c2cc([N+](=O)[O-])ccc2Cl)cc1	2%
O=C(N/N=C/c1cccc([N+](=O)[O-])c1)c1ccccn1	4%
COc1ccccc1OCCCOc1ccc([N+](=O)[O-])cc1Cl	20%
CCc1ccc(N2C(=O)NC(=O)/C(=C\c3ccc(Oc4ccc([N+](=O)[O-])cn4)cc3)C2=O)cc1	5%
CCCN1C(=O)c2ccccc2NC1c1ccc(OC)c(CSc2ccccn2)c1 (stereo not drawn)	2%
O=C(CSc1nc2ccccc2s1)OCc1ccc([N+](=O)[O-])cc1	22%
CC(C)(C)c1ccc(C(=O)Nc2ccc(F)cc2)cc1	0%
O=C(Nc1ccc(O)c(-c2nc3ccccc3s2)c1)c1ccccc1	20%
COc1ccc(NC(=O)c2ccc(OC)c(OC)c2)cc1OC	2%
C/C(=N\NC(=O)CCC(=O)Nc1ccc(Cl)cc1C)c1ccc2ccccc2c1	0%
O=C1/C(=c2\sc3nc4ccccc4n3c2=O)c2ccccc2N1Cc1ccccc1	15%
CN1C(=O)C(=Cc2ccc(OCc3ccccc3Cl)cc2)C(=O)N(C)C1=S	20%
CC1=C(C#N)C(c2cccc(F)c2)C2=C(CC(c3ccccc3)CC2=O)N1 (stereo not drawn)	11%
Cc1cc(Br)ccc1NC(=O)c1ccc(NC(=O)C(C)(C)C)cc1	4%
C/C(=N\N1CCN(Cc2ccc(Cl)cc2)CC1)c1ccc(O)cc1	6%
Cc1ccc(N(CC(=O)Nc2ccc(Br)cc2)S(=O)(=O)c2ccc(F)cc2)cc1	0%
CCC(=O)Oc1ccc2ccc(=O)oc2c1	5%
COc1ccc(OC)c(Nc2nc(-c3sc(C)nc3C)cs2)c1	11%
O=C1S/C(=C\c2cccc(Cl)c2Cl)C(=O)N1c1ccccc1	9%
O=C(/C=C/c1ccccc1)C1=C(O)C(=O)N(c2ccccn2)C1c1ccccc1 (stereo not drawn)	0%
COc1cc(/C=N\NC(=O)c2ccc(Br)cc2)cc(I)c1O	14%
CCOc1cc(Br)cc(C=Nc2cc(C(C)(C)C)ccc2O)c1O	10%
NC(=O)c1ccccc1NC(=O)c1cccc(I)c1	6%
COc1cccc2sc(NC(=O)c3ccc(C)cc3)nc12	16%
C(=N\N=C(c1ccccc1)c1ccccc1)/c1ccncc1	3%
O=C(O)c1ccc(C=Nn2c(-c3ccccc3)n[nH]c2=S)cc1	0%
CC(C)OC(=O)C1C(=O)CC(C)(O)C(C(=O)OC(C)C)C1c1ccc(Cl)cc1 (stereo not drawn)	7%
C=CCOc1ccc(/C=C2\C(=O)NC(=S)N(c3ccc(Br)cc3)C2=O)cc1OCC	12%
COc1cc(NC(=O)c2ccccc2)c(Cl)cc1NC(=O)c1cccs1	13%
O=C(/C=C/c1ccccc1)NNC(=O)c1cccc([N+](=O)[O-])c1	9%
Cc1cc(C(=O)N=Nc2c(O)[nH]c3ccc(Br)cc23)n[nH]1	8%
O=C(N/N=C\c1ccc(Cl)cc1Cl)c1cncc(Br)c1	8%
CN(C)CCCn1cccc1C=O	8%

Given bar-delimited: five of the compounds above.
Compound | RNase H inhibition
COc1cc(/C=C2\C(=O)N(c3ccc(S(N)(=O)=O)cc3)N=C2C)cc(Cl)c1OC(C)C | 4%
Clc1ccccc1N1CCN(c2nc(-c3ccccc3)c3ccccc3n2)CC1 | 3%
COc1cccc2sc(NC(=O)c3ccc(C)cc3)nc12 | 16%
Cc1cc(C(=O)N=Nc2c(O)[nH]c3ccc(Br)cc23)n[nH]1 | 8%
COc1ccc(/C=C2/C(=O)NN(c3ccc(F)c(Cl)c3)C2=O)cc1OC | 4%

Additional entries:
SMILES	RNase H inhibition
CCOc1ccc(C(=O)Nc2cccc3nsnc23)cc1Br	11%
Oc1ccc(-c2n[nH]c(C(F)(F)F)c2Oc2ccc(F)cc2)c(O)c1	9%
O=C1c2ccc(Oc3ccc([N+](=O)[O-])cc3)cc2C(=O)N1c1ccc2ccccc2c1	24%
COc1cc(OC)c(OC)cc1C=Nn1c(-c2ccc(C)cc2)n[nH]c1=S	13%
Cc1ccc(C(=O)Nc2ccc3ccccc3c2)o1	15%
CCOC(=O)c1sc(NC(=O)c2cc3n(n2)C(C(F)(F)F)CC(c2ccc4c(c2)OCO4)N3)c(C(=O)OCC)c1C (stereo not drawn)	0%
CC(=O)c1cccc(N2CN=c3s/c(=C\c4ccncc4)c(=O)n3C2)c1	3%
CC(=O)CC(O)(c1ccccc1)C(F)(F)F (stereo not drawn)	2%
CCOC(=O)c1sc(N)c(C(=O)OC)c1C	1%
C#CCSc1nc2c(c(=O)n1CCc1ccccc1)C1(CCCCC1)Cc1ccccc1-2	10%
COc1ccc(Br)cc1C(=O)Nc1cccc2nsnc12	9%
